# CXCR6 block: CXCR6 (human) receptor inhibition; AID 602244; O00574; inhibition, % at 20 µM; 360,000 tested, 0.36% active; CHO-K1 PathHunter CXCR6 beta-arrestin, luminescence; in the data active = inhibition above about 34%, passing the limit was not always enough;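 note: antagonist mode with CXCL16 agonist at 10 nM final; 0% = 10 nM CXCL16 with DMSO and 100% = unstimulated wells without agonist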
# Target sequence (O00574 whole entry, looked up): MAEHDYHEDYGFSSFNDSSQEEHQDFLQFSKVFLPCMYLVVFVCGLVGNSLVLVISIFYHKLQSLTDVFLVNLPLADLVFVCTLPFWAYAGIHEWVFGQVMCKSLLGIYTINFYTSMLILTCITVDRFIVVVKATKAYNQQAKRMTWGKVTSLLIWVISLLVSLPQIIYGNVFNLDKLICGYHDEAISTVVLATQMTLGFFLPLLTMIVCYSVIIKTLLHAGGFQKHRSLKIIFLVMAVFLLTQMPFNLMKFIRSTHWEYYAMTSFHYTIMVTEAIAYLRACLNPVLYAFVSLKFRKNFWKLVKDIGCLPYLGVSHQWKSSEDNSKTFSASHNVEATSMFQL
# UBC13 polyUb: blocks human UBC13 polyubiquitin chain formation. P61088. TR-FRET. inhibition, % at 20 µM. 330,000 tested, 0.47% active; in the data active = inhibition above about 45%, passing the limit was not always enough; inconclusive = no clear call, values can overlap the other calls
# Target sequence (P61088 whole entry, looked up): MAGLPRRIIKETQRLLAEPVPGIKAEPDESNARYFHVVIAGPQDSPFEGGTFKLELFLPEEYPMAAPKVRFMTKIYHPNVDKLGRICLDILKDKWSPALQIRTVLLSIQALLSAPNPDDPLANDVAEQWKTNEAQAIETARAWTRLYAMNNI
# EBI2 block: blocks human EBI2 receptor beta-arrestin signaling; P32249; EBI2 beta-arrestin recruitment, luminescence, 7a,25-OHC stimulated; inhibition, % at 5 µM; 360,000 tested, 0.81% active; AID 651636; in the data active = inhibition above about 38%;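 note: enzyme fragment complementation signal reports receptor beta-arrestin coupling in cells; 0% = agonist plus DMSO wells and 100% = wells without agonist; some results beyond the cut were filed as inactive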
# APJ ag: APJ receptor agonism. activation, % at 20 µM. AID 2520. 330,000 tested, 0.11% active. CHO-K1 APJ PathHunter beta-arrestin, luminescence; 0% DMSO wells, 100% apelin;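 active = activation more than six SD over the plate average, tested at 20 µM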;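 note: 0% = DMSO alone and 100% = apelin-13 at 10 nM; some results filed as inactive read as strong as hits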
#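 Test system: CHO-K1 APJ beta-arrestin complementation cell line | Compound: Single test compound dose, 20 µM final, 1% DMSO | Incubation: Compound 90 min 25 °C, reagent 1 h | Measured by: beta-gal luminescence | Read-out basis: APJ–arrestin association signal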
# CCR6 antagonist: antagonists of human CCR6 receptor; inhibition, % at 20 µM; P51684; 340,000 tested, 0.49% active; CHO-K1 CCR6 PathHunter beta-arrestin, luminescence, CCL20-stimulated; AID 493098;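 active = compounds whose inhibition of the agonist-driven luminescence signal at 20 µM reaches about 50%, limit read from the data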;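 note: cells stimulated with CCL20 at 14 nM final; plate controls were DMSO with CCL20 for no effect and DMSO without agonist for full effect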
# ATG4B inhibitor: ATG4B (human) cysteine protease inhibition; Q9Y4P1; ATG4B cleavage of LC3-PLA2, NBD-HPC fluorescence, 1 h; inhibition, % at 8.33 µM; 340,000 tested, 0.51% active; in the data active = inhibition above about 40%
# Target sequence (Q9Y4P1 whole entry, looked up): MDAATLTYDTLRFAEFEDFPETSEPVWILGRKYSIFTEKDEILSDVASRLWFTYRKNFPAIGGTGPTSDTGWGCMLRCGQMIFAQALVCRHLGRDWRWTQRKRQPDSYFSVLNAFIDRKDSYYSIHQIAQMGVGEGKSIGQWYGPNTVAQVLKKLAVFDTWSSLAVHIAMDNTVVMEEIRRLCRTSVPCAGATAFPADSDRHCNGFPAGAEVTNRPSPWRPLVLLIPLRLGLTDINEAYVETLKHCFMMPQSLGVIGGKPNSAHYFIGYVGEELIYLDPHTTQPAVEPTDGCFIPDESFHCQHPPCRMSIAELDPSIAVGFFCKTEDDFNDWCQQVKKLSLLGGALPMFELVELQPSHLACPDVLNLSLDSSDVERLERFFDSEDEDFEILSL
# APJ antagonist: antagonists of human APJ apelin receptor. CHO-K1 APJ beta-arrestin complementation, luminescence. inhibition, % at 20 µM. P35414. 330,000 tested, 0.32% active;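 active = inhibition above about 40% at 20 µM, limit read from the data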;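 note: cells challenged with 10 nM apelin-13 agonist together with compound; plate controls were apelin-13 plus DMSO wells for no effect and DMSO wells lacking apelin-13 for full effect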
# Gli-Sufu antag: antagonists of Gli-Sufu signaling | 340,000 tested, 0.74% active | inhibition, % at 5 µM | Sufu-KO-LIGHT fibroblasts, Gli luciferase reporter luminescence;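 active = inhibition above about 55%, limit read from the data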;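 note: 0% = DMSO-treated cells and 100% = wells with medium but no cells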
# Active calls of the source: *; ? = inconclusive; . = no result given.
1) C[C@H](NC(=O)c1nc[nH]c1C(=O)NCc1ccc(CNC(=O)OC(C)(C)C)cc1)C(=O)OCc1ccccc1
2) COc1cc(/C=N/O)cc(Br)c1OCC(=O)NCc1ccccc1
3) COc1ccc(C2(C(=O)NCc3ccccc3Cl)CCOCC2)cc1OC
4) CN1C(=O)NC(c2ccc(C(F)(F)F)cc2)C2=C1CC(C)(C)CC2=O (stereo unspecified)
5) CC(=O)c1ccc[n+](CC(=O)NC(C)c2ccccc2)c1 (stereo unspecified)
6) O=C(OCC(=O)c1ccc[nH]1)c1ccc([N+](=O)[O-])cc1
7) COc1ccc([N+](=O)[O-])cc1NCc1ccco1
8) O=C(Cc1ccccc1)NCCc1c[nH]c2ccccc12
Assay by compound | 1 | 2 | 3 | 4 | 5 | 6 | 7 | 8
CXCR6 block | -16 | 11 | 2 | -5 | 4 | -31 | 10 | 4
UBC13 polyUb | -37 | -7 | 1 | -11 | -1 | -14 | -7 | 11
EBI2 block | 5 | 8 | -1 | -5 | -12 | -17 | 6 | 10
APJ ag | 4 | 3 | -2 | -2 | 0 | 2 | 1 | -1
CCR6 antagonist | 0 | 16 | 9 | 2 | 12 | -9 | 21 | 3
ATG4B inhibitor | -15 | -4 | -4 | -1 | 3 | -6 | 1 | 1
APJ antagonist | -8 | -3 | 8 | -14 | -14 | -67 | -20 | 15
Gli-Sufu antag | -3 | 8 | 4 | 1 | -11 | 0 | -9 | -11

9) C#Cc1ccc(CN2CCC(C(=O)Nc3ccc(Oc4ccccc4)nc3)CC2)cc1
10) CC(=O)c1cccc(NC(=O)Nc2ccc3c(c2)OCO3)c1
11) COc1ccc(CNC(=O)CN2C(=O)CSc3ccc(S(=O)(=O)N4CCOCC4)cc32)c(OC)c1
12) CCn1cc(C(=O)NCCc2ccccc2)c(=O)c2cc(S(=O)(=O)N(C)C)ccc21
13) CCCCOC(=O)N1CCOCCOCCOCC1
14) CN1CC(=O)N2C(c3ccc(Cl)cc3)c3[nH]c4ccccc4c3C[C@H]2C1=O (stereo partly specified)
15) COc1ccc(S(=O)(=O)N(C)C)cc1NCC(=O)Nc1ccc(F)cc1F
16) Cc1ccc(C(O)P(=O)(OC(C)C)c2ccc(N(C)C)cc2)cc1 (stereo unspecified)
Assay by compound | 9 | 10 | 11 | 12 | 13 | 14 | 15 | 16
CXCR6 block | -2 | 2 | 2 | -8 | 0 | 0 | 6 | 0
UBC13 polyUb | 13 | 7 | 0 | -4 | -2 | 4 | 10 | 0
EBI2 block | 28 | 6 | -5 | 2 | -3 | -4 | -15 | -1
APJ ag | -3 | -5 | -5 | -1 | -4 | -4 | -1 | -3
CCR6 antagonist | 13 | 4 | 10 | 12 | -9 | 7 | 8 | 15
ATG4B inhibitor | -11 | -2 | 15 | -12 | 8 | -7 | 4 | 1
APJ antagonist | 17 | -29 | -16 | -2 | 7 | 11 | -10 | -2
Gli-Sufu antag | 19 | -36 | -2 | 6 | -2 | 10 | 2 | 4

17) COc1ccccc1CNC(=O)c1cc(C(C)C)nc2ccccc12
18) Cc1cc(C)c(C#N)c(SCC(=O)Nc2cc(C)on2)n1
19) CC(C)c1cc[n+](-c2nc([O-])sc2C=O)cc1
20) COc1ccc(NC(=O)c2sc3nc(-c4cccnc4)ccc3c2N)cc1OC
21) COc1ccc(NC(=O)COC(=O)CCc2ccccc2)c(OC)c1
22) CC1CC(=O)NC(=O)N1Cc1ccccc1 (stereo unspecified)
23) NNC(=O)c1sc2cc(C(F)(F)F)cnc2c1-c1ccccn1
24) CN1C(=O)C(CC(=O)Nc2ccc(F)cc2)N(Cc2ccco2)C1=S (stereo unspecified)
Assay by compound | 17 | 18 | 19 | 20 | 21 | 22 | 23 | 24
CXCR6 block | 6 | -2 | 4 | -6 | -8 | 3 | 2 | -3
UBC13 polyUb | 2 | 14 | -11 | -8 | -4 | . | 4 | -9
EBI2 block | -4 | -17 | -8 | -1 | -3 | -3 | -17 | 3
APJ ag | 0 | -1 | 4 | 5 | 1 | . | 4 | -3
CCR6 antagonist | 25 | -3 | 19 | -3 | 12 | 4 | 3 | -3
ATG4B inhibitor | 28 | -7 | -6 | -21 | -1 | -8 | -2 | 1
APJ antagonist | -11 | -1 | -16 | 5 | 12 | . | -38 | -16
Gli-Sufu antag | -3 | -66 | 6 | 3 | -3 | 5 | -4 | -7

# Another view of some results above:
# Below each SMILES – CXCR6 block | UBC13 polyUb | EBI2 block | APJ ag | CCR6 antagonist | ATG4B inhibitor | APJ antagonist | Gli-Sufu antag
(23) NNC(=O)c1sc2cc(C(F)(F)F)cnc2c1-c1ccccn1
→ 2 | 4 | -17 | 4 | 3 | -2 | -38 | -4
(24) CN1C(=O)C(CC(=O)Nc2ccc(F)cc2)N(Cc2ccco2)C1=S (stereo unspecified)
→ -3 | -9 | 3 | -3 | -3 | 1 | -16 | -7

# The listing continues.
25) COc1nnc(-c2ccc(C(=O)N3C[C@@H]4C[C@H](C3)c3cccc(=O)n3C4)cc2)c2ccccc12
26) Cc1ccc(S(=O)(=O)N2CCN(C(=O)c3cc(S(=O)(=O)N(C)C)ccc3N3CCCC3)CC2)cc1
27) COc1ccc(C2C3=C(CC(C)(C)CC3=O)Oc3ncn(CCO)c(=N)c32)cc1OC (stereo unspecified)
28) O=C(COC(=O)Cc1ccccc1F)Nc1cccc(F)c1
29) CCC1CCCCN1CCCNC(=O)c1cn(CC)c2ccc(S(=O)(=O)N3CCc4ccccc4C3)cc2c1=O (stereo unspecified)
30) Cc1ccc(C)c(OCCC(=O)NNC(=O)Cn2nc(C)cc2C)c1
31) O=C(NCCCc1ccccc1)c1cc(COc2ccc(F)cc2Cl)on1
32) CCN1CCN(C(=O)c2c(-c3c(Cl)cccc3Cl)noc2C)CC1
Assay by compound | 25 | 26 | 27 | 28 | 29 | 30 | 31 | 32
CXCR6 block | -5 | 5 | -1 | 1 | 7 | -4 | -1 | 3
UBC13 polyUb | . | 0 | -2 | -11 | 14 | -7 | 5 | 2
EBI2 block | -10 | 6 | 0 | 6 | 4 | -2 | 3 | -2
APJ ag | . | -4 | -3 | 1 | -3 | -2 | -3 | -3
CCR6 antagonist | -15 | 1 | -3 | 8 | 26 | 7 | 14 | -3
ATG4B inhibitor | -13 | -4 | -6 | 2 | -4 | -4 | 22 | -4
APJ antagonist | . | -1 | 25 | 0 | 22 | -55 | 13 | -6
Gli-Sufu antag | 12 | -5 | 4 | -2 | 33 | -7 | -15 | 18

33) Cc1cc(-n2c(C)cc(C(=O)CN3C(=O)NC4(CCCCC4)C3=O)c2C)no1
34) CCCCn1c(N)c(N(CC(C)C)C(=O)c2ccco2)c(=O)[nH]c1=O
35) C/C(N)=C(/C#N)C(=O)CSc1nnc(C)n1-c1ccccc1
36) COc1ccc(CNC(=O)/C=C/c2ccccc2[N+](=O)[O-])cc1
37) O=C(/C=C/c1ccccc1)NC(NC(=S)Nc1ccc(Cl)cc1)C(Cl)(Cl)Cl (stereo unspecified)
38) CCOC(=O)CN(C(=O)c1ccccc1[N+](=O)[O-])C(C)(C)C
39) CCC(CC)COC(=O)C1=C(C)NC(=O)NC1c1ccc([N+](=O)[O-])cc1 (stereo unspecified)
40) N#CCCN1CCC(NC(=O)OCc2ccccc2)CCC1=O (stereo unspecified)
Assay by compound | 33 | 34 | 35 | 36 | 37 | 38 | 39 | 40
CXCR6 block | -1 | -4 | 0 | 2 | -9 | 0 | -4 | -1
UBC13 polyUb | ? | -4 | 1 | -8 | -13 | 2 | 10 | 5
EBI2 block | 5 | -1 | -4 | -4 | 18 | -3 | -3 | 1
APJ ag | 0 | -3 | -1 | -3 | 16 | -5 | -2 | -3
CCR6 antagonist | 10 | 3 | -5 | 7 | -8 | -3 | 8 | 10
ATG4B inhibitor | 6 | -10 | 0 | -11 | 16 | 0 | -5 | 3
APJ antagonist | -6 | -1 | 8 | 15 | -8 | 11 | -2 | 20
Gli-Sufu antag | 11 | -6 | 2 | -16 | 29 | 3 | 2 | 1

# An excerpt from above in order of the CCR6 antagonist value, rising:
No. | Compound | CXCR6 block | UBC13 polyUb | EBI2 block | APJ ag | CCR6 antagonist | ATG4B inhibitor | APJ antagonist
37 | O=C(/C=C/c1ccccc1)NC(NC(=S)Nc1ccc(Cl)cc1)C(Cl)(Cl)Cl (stereo unspecified) | -9 | -13 | 18 | 16 | -8 | 16 | -8
35 | C/C(N)=C(/C#N)C(=O)CSc1nnc(C)n1-c1ccccc1 | 0 | 1 | -4 | -1 | -5 | 0 | 8
34 | CCCCn1c(N)c(N(CC(C)C)C(=O)c2ccco2)c(=O)[nH]c1=O | -4 | -4 | -1 | -3 | 3 | -10 | -1
36 | COc1ccc(CNC(=O)/C=C/c2ccccc2[N+](=O)[O-])cc1 | 2 | -8 | -4 | -3 | 7 | -11 | 15
39 | CCC(CC)COC(=O)C1=C(C)NC(=O)NC1c1ccc([N+](=O)[O-])cc1 (stereo unspecified) | -4 | 10 | -3 | -2 | 8 | -5 | -2
33 | Cc1cc(-n2c(C)cc(C(=O)CN3C(=O)NC4(CCCCC4)C3=O)c2C)no1 | -1 | ? | 5 | 0 | 10 | 6 | -6

# Remaining list, next part:
41) C[C@@H](NC(=O)c1[nH]cnc1C(=O)Nc1ccon1)c1ccccc1
42) O=C(O)CSc1nc2ccccc2[nH]1
43) COC(=O)CN1C(C)=Nc2ccc(C)cc2C1c1ccccc1 (stereo unspecified)
44) O=C(COc1ccc(Cl)cc1)NCc1nnc2c3ccccc3c(-c3ccccc3)nn12
45) COc1cccc(CNC(=O)CCNS(=O)(=O)c2ccc3c(c2)CC(C)N3C(C)=O)c1 (stereo unspecified)
46) COc1ccc(Cc2n[nH]c(=S)n2C)cc1Br
47) CCc1cc(C(=O)NNC(=O)CCN2CCN(c3ccccc3)CC2)sc1C
48) CCCn1nnnc1-c1ccc(Cl)cc1
Assay by compound | 41 | 42 | 43 | 44 | 45 | 46 | 47 | 48
CXCR6 block | -14 | -1 | 4 | 0 | -13 | -3 | -4 | 1
UBC13 polyUb | -8 | 2 | -11 | -16 | 0 | 3 | -1 | -10
EBI2 block | 7 | 1 | 9 | 15 | 1 | -7 | 3 | -3
APJ ag | -2 | 6 | -4 | -4 | 2 | -2 | -2 | -2
CCR6 antagonist | -4 | -11 | 23 | 11 | 2 | -12 | 15 | -13
ATG4B inhibitor | 2 | -10 | -3 | 39 | -10 | 3 | -5 | -7
APJ antagonist | 5 | 12 | 13 | 11 | 22 | -1 | 7 | 7
Gli-Sufu antag | -3 | 3 | 3 | 7 | -11 | -3 | 2 | 4

49) COC(=O)NC(=S)Nc1ccc(Oc2ccc(Cl)cc2Cl)c(Cl)c1
50) CN(C)C(=O)CCc1ccc2c3c([nH]c2c1)[C@]1(C)[C@@H](C(=O)N2CCOCC2)C[C@H](CC(=O)NCCCn2ccnc2)C(=O)N1CC3
51) COc1ccc2nc(SCC(=O)Nc3ccc(S(=O)(=O)N4CCCC4)cc3)c(C#N)cc2c1
52) Cc1ccccc1NC(=O)CN(C)S(=O)(=O)c1ccc2c(c1)n(C)c(=O)c(=O)n2C
53) Cc1cccc(-n2c(Cc3ccccc3)n[nH]c2=S)c1
54) O=C(CSc1nc(-c2ccccc2)cc(C(F)(F)F)n1)NCc1cccs1
55) O=C(CC1Oc2ccccc2NC1=O)NC1CC1 (stereo unspecified)
56) COc1ccc(CNC(=O)NCCc2c[nH]c3ccccc23)cc1
57) Cc1ccc(COC(=O)c2ccc3ccccc3n2)cc1
Assay by compound | 49 | 50 | 51 | 52 | 53 | 54 | 55 | 56 | 57
CXCR6 block | 28 | -6 | 6 | 3 | -5 | 1 | 0 | 8 | 5
UBC13 polyUb | 6 | . | 44 | -1 | -1 | -6 | -4 | 4 | 9
EBI2 block | 22 | -1 | -49 | -13 | 0 | 5 | -2 | 4 | 4
APJ ag | -4 | . | -1 | -1 | -3 | -3 | -3 | -2 | 0
CCR6 antagonist | 23 | 15 | 12 | 0 | -9 | 21 | . | -2 | 13
ATG4B inhibitor | 6 | -4 | -11 | 4 | -1 | 1 | . | -3 | -2
APJ antagonist | 15 | . | 11 | 28 | 14 | 21 | -1 | 9 | 4
Gli-Sufu antag | -2 | -6 | 2 | 1 | -2 | 10 | . | 2 | 4
